ERK EGF inh = qHTS Assay for Inhibitors of the ERK Signaling Pathway using a Homogeneous Screening Assay; Stimulation with EGF; HEK293-V1b, EGF-stimulated phospho-ERK AlphaScreen; Potency, µM (doses to about 11.5 µM), for inactives: at the highest dose activity change, negative = inhibition, usual class: inhibitors; 0.41% of 130,000 active; AID 1454, 2008; active = well fitted inhibition curve with a large enough effect; inconclusive = small, poorly fitted or top-dose-only effect, or effect the other way;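 also: plate controls were stimulated vehicle wells for no effect and unstimulated vehicle basal for full effect; nearly all actives have a fitted effect of over 55% in size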
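Concentration-response of compounds against EGF-driven ERK phosphorylation in V1b-expressing HEK293 cells; 30 min preincubation, 5 min EGF, AlphaScreen detection; Normalized to DMSO basal and 25 nM EGF.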
* marks the source's active call; other numbers are inactive results; ? = inconclusive; [ ] = dose if it differs, or a comment. Potency is read from the fitted curve at half-maximal effect. This is a subset. The share of hits here may be higher or lower than overall.

SMILES | ERK EGF inh
Cc1ccc(CNC(=O)COC(=O)c2ccc(S(=O)(=O)N(C)C)cc2)cc1 | -1%
Cc1ccc(OCC(=O)Nc2ccc(S(=O)(=O)N3CCN(C)CC3)cc2)cc1 | -4%
CN(C)c1nc(N)c(C(=O)Nc2cccnc2)nc1Cl | -8%
CC1(C)CC(N2CCN(Cc3ccccc3)CC2)=CC(=[N+]2CCCCC2)C1 | -7%[57.5 µM]
NC(=O)C1=C[C@H](c2coc3ccccc3c2=O)C[C@H](OCc2ccc(CO)cc2)O1 | -8%[57.5 µM]
CCOC(=O)C(C)Sc1ccc2nnc(CCNS(=O)(=O)c3ccc(C)cc3)n2n1 (stereo unspecified) | -14%
O=C(Nc1cccc2oc(=O)ccc12)c1ccc([N+](=O)[O-])cc1[N+](=O)[O-] | -3%
CCOc1cccc2cc(-c3csc(NC(=O)CCC(=O)NCCN4CCCCC4C)n3)c(=O)oc12 (stereo unspecified) | 3%
CCOC(=O)c1ccc(NC(=S)N2CCN(CCN=CC3=C(O)CC(c4ccccc4)CC3=O)CC2)cc1 (stereo unspecified) | 3%[57.5 µM]
CC(C)(C)Sc1ccc(/C=N/O)cc1[N+](=O)[O-] | 1%
Cn1ncc(C(=O)Nc2ccc(Cl)cc2)c1C(F)(F)F | -1%[57.5 µM]
C=C(C)C(=O)OCC(=O)NCc1ccccc1 | 6%
COc1ccccc1CCNC(=O)CSc1ccc(-c2cccs2)nn1 | -1%
O=C(Nc1ccc(OC(F)(F)F)cc1)Oc1ccccc1N1CCOCC1 | -2%[57.5 µM]
COc1cc(NC(=S)NNC(=O)C(C)(C)O)cc(OC)c1 | -13%
Cn1c(N/N=C/c2cccs2)nc2c1c(=O)n(Cc1ccccc1)c(=O)n2C | 3%
CC(C)N1C/C(=C/c2ccsc2)C(=O)/C(=C/c2ccsc2)C1 | -1%
COC(=O)COc1ccc(S(=O)(=O)Nc2cc([N+](=O)[O-])ccc2C)cc1 | -10%
CCOC(=O)[C@@H]1C(c2c(OC)cc(OC)cc2OC)=NO[C@@H]1C(=O)OCC | 7%
Cn1c(N)c(C(=O)COC(=O)CCCc2nc3ccccc3s2)c(=O)n(C)c1=O | 2%
CN(C)c1ccc(-c2nccc(NCCN3CCOCC3)n2)cc1 | 18%
Cn1c(SCc2c(Cl)cccc2Cl)nnc1-c1ccc2nonc2c1 | 6%[57.5 µM]
COC(=O)c1ccc(C(C(=O)NC2CCCCC2)N(Cc2ccccc2)C(=O)Cc2cccs2)cc1 (stereo unspecified) | 4%
CCCCC(C(=O)OCC)C(N)Cc1ccc(F)cc1 (stereo unspecified) | -4%
CCN=C1S/C(=C\c2ccc(OCC)c(OC)c2)C(=O)N1CC | -1%
O=S(=O)(Nc1ccc(Cl)nn1)c1ccccc1 | -18%
CCCC(=O)NC(c1ccccc1OC)c1ccc2cccnc2c1O (stereo unspecified) | ?
O=C(c1cccc(C(F)(F)F)c1)C1CCCN(C(=O)CCc2cnccn2)C1 (stereo unspecified) | -2%
Cc1ccccc1N(CC(=O)N1CCOCC1)S(C)(=O)=O | 17%
CCn1cc(/C=N\NC(=O)c2c[nH]c3ccccc23)c(C)n1 | -15%
O=C(c1cc(Sc2ccc(Cl)cc2)nc2ccccc12)N1CCN(c2ccccn2)CC1 | 2%
O=C(NCCOCCOCCNC(=O)c1ccccc1)c1ccccc1 | 12%
CC1(C)CC(=O)C2=C(C1)OC1=C(C2)C(=O)CC(C)(C)C1 | -2%
Nc1nc(NC(=O)C(Cl)(Cl)Cl)nn1-c1ccccc1 | -1%
COc1ccc(-c2nc(C)sc2CC(=O)O)cc1OC | 1%
O=C1CCc2cc(S(=O)(=O)N3CCC(C(=O)NCc4ccccn4)CC3)ccc2N1 | -3%
COc1cccc(NC(=O)COC(=O)CCS(=O)(=O)c2ccc(C)cc2)c1 | 0%
CCOCCCNC(=O)Cc1ccc(Br)cc1 | -1%
CC(=O)OCC1OC(n2ncc(=O)n(Cc3ccccc3)c2=O)C(OC(C)=O)C1OC(C)=O (stereo unspecified) | 0%
CSc1ccc(/C=N/Nc2ccc(Cl)c(C(=O)O)c2)cc1 | 1%
CN(Cc1ccccc1)C(=S)NC(=O)c1ccc(-c2ccccc2)cc1 | -12%
CN(C(=O)n1cnc2ccccc21)c1ccccc1 | -6%
COc1cccc(/C=N/NC(=O)C(C)n2nnc3ccccc32)c1 (stereo unspecified) | 6%
CCC/S(C)=N/S(=O)(=O)c1ccc(C)cc1 (stereo unspecified) | -5%
COc1cc(OC)c2cc[nH]c2c1 | -11%
Cc1cnc(C)c(N2CCN(Cc3nc(-c4cccc(F)c4F)oc3C)CC2)n1 | -6%
Cc1cccc(-c2nc3ccccc3c(=O)n2NC(=S)N(C)C)c1 | 10%
COc1ccccc1NC(=S)NC1CC2CCC1C2 (stereo unspecified) | 4%[57.5 µM]
CCN(CC)S(=O)(=O)c1ccc(S(=O)(=O)N2CCCC2)cc1 | 4%
NC(=O)c1ccccc1NC(=O)c1ccccc1S(=O)(=O)c1ccccc1[N+](=O)[O-] | 10%
Cc1ccc(C(=O)NCC(=O)OC(C)C(=O)NCCC2=CCCCC2)cc1C (stereo unspecified) | -10%
CC(C)(O)CCC(O)[C@@](C)(O)C1CC[C@]2(O)C3=CC(=O)C4CC(O)C(O)C[C@]4(C)C3CC[C@]12C (stereo partly specified) | -2%
COc1ccc(OC)c(S(=O)(=O)N2CCC(C(=O)N(C)Cc3ccccc3)CC2)c1 | 0%[57.5 µM]
Cc1ccccc1NC(=O)COC(=O)c1ccc(CSc2ccc(Cl)cc2)cc1 | 3%
C=Cc1ccc(CSc2cc(C)nc3nc(C)nn23)cc1 | -6%[57.5 µM]
COc1ccc(CCNC(=O)c2cn3ccc(C)cc3n2)cc1OC | 1%
COc1ccc(NC(=O)CCSCCC(=O)Nc2ccc(OC)cc2OC)c(OC)c1 | 4%
O=C(CC1SCCNC1=O)Nc1ccc(Cl)c(Cl)c1 (stereo unspecified) | -9%
CCOC(=O)N/N=C/c1cn(Cc2ccc(F)cc2)c2ccccc12 | -3%[57.5 µM]
O=C(NC1CC1)C1=C[C@H](C2CCCCC2)C[C@H](OCCCCO)O1 | -16%[57.5 µM]
More results:
SMILES | ERK EGF inh
CCn1c(NCc2cccc(OC)c2OC)nc2ccccc21 | 0%
O=C(NC1CCCCCC1)c1c2c(nc3ccccc13)CCN(Cc1ccccc1)C2 | ?
CC(C)(C)c1cc(=O)[nH]c(SCc2ccccc2Cl)n1 | -8%
NC(C(=O)NC1C(=O)N2C(C(=O)O)=C(Cl)CSC12)c1ccccc1 (stereo unspecified) | -16%
O=C(CCNC(=O)c1ccccc1)NCC1CCCCC1 | 9%
CC(C)CCn1c(CN2CCN(c3cccc(Cl)c3)CC2)nc2c1c(=O)n(C)c(=O)n2C | -14%[57.5 µM]
CCCCCCCC1Cc2ccccc2C(C(C(=O)OC)C(=O)OC)N1C(=O)OC (stereo unspecified) | -9%
O=C(NCc1cccnc1)/C(=C\c1ccc(-c2ccc(Br)cc2)o1)S(=O)(=O)c1ccccc1 | -6%
Cc1ccc2c(c1)C(c1ccc([N+](=O)[O-])cc1)=NNC(c1ccc(Br)cc1)=N2 | 5%
O=C(NCc1ccco1)c1ccc(Cl)nc1 | -6%[57.5 µM]
COc1ccc(C)cc1NC(=O)c1nnn(Cc2cccc(C(F)(F)F)c2)c1N | 25%
CC1=C(C(=O)Nc2ccccn2)C(c2ccc(Cl)cc2Cl)NC(=S)N1 (stereo unspecified) | -3%
O=C(NCc1ccncc1)c1cncc(Br)c1 | 25%
CCC1CCC(c2nnc(-c3ccc([N+](=O)[O-])cc3)o2)CC1 (stereo unspecified) | ?
CN(Cc1ccccc1)c1nc(N)c([N+](=O)[O-])c(NCc2ccccc2)n1 | -2%
COc1ccc(-c2csc(NC(=O)c3cccs3)c2C(=O)O)cc1OC | 3%
CC(C)N1CSC(=S)N(Cc2ccccc2)C1 | 5%
COc1ccc(C)cc1N(C(=O)COc1cccc(F)c1)c1nc2ccccc2s1 | -4%
OCc1ccc(-c2nn(Cc3ccccc3)c3ccccc23)o1 | -4%
CCOC(=O)C1(Cc2cccc(OC)c2)CCN(C(C)CC(C)(C)O)CC1 (stereo unspecified) | -6%
CCOC(=O)c1cc(-c2ccc(C)cc2)nc2nc(SC)[nH]c(=O)c12 | 7%
O=C(O)COCC(=O)N1CCN(C(c2ccccc2)c2ccccc2)CC1 | 1%[57.5 µM]
CCN1CCN(C(=O)/C=C/c2ccc([N+](=O)[O-])cc2)CC1 | 8%
COC(=O)Nc1nn(-c2ccc(Cl)cc2)c(=O)c(C#N)c1C | -10%[57.5 µM]
CCc1ccccc1NC(=O)Nc1cccc(F)c1 | -5%
NNC(=O)CNC(c1ccccc1)c1cc(Br)ccc1N (stereo unspecified) | -8%[57.5 µM]
CN(C)c1ccc(/C=C/C(=O)c2cccnc2)cc1 | -3%[57.5 µM]
Cc1ccc(NS(=O)(=O)c2cc([N+](=O)[O-])ccc2N/N=C/c2sc(N3CCOCC3)nc2-c2ccccc2)c(C)c1 | 1%[57.5 µM]
O=C(c1ccc(NS(=O)(=O)c2cccc3cccnc23)cc1)N1CCCCC1 | 8%
CCOC(=O)Cn1cnc2c(sc3nc(C)cc(C)c32)c1=O | -14%[57.5 µM]
Cc1ccc(S(=O)(=O)NC(=NC(C)C)c2ccccc2)cc1 | -12%
CC(C)(C)NC(=O)CSc1nc(N)c(NC(=O)c2ccccc2F)c(=O)[nH]1 | 0%
CC(=O)N1CC(=O)N=C1SCC(=O)Nc1nc(C)c(-c2ccccc2)s1 | -2%
CCOC(=O)c1cnc(-n2nc(C)cc2C)[nH]c1=O | 13%[57.5 µM]
Cc1cccc(NC(=O)COC(=O)Cc2cccc(C(F)(F)F)c2)c1C | -4%
O=C(NCc1ccco1)c1cccnc1Cl | -4%
Oc1c(Br)cc(Br)cc1C=Nc1ccc2c(c1)OCO2 | 3%
COCCSc1ccccc1C(=O)N1CCC(Cc2ccccc2)CC1 | -3%
O=C(N/N=C/c1ccc[nH]1)c1cccc(Br)c1 | -2%
COc1cc2[nH]c(=S)n(Cc3ccccc3)c(=O)c2cc1OC | 5%
COc1ccccc1NC(=S)N(CCN1CCOCC1)Cc1ccccc1F | 7%
Cc1ccccc1-c1nnn(Cc2ccc(-c3nn[nH]n3)cc2)n1 | 13%
CCCn1c(O)c(N=N)c2ccccc21 | -2%
CCOC(=O)c1ccc(NC(=S)N(CCCN2CCCCC2)Cc2ccco2)cc1 | -8%
COc1cccc(NC(=S)NNC(=O)Cn2nc(C(F)(F)F)cc2C)c1 | -8%
O=C(Nc1nnc(SCc2ccccc2F)s1)c1ccco1 | 1%
CC(C)(C)c1ccc(/C=N/OCC(=O)NCc2ccccc2)cc1 | -11%
CC1=NN(c2cccc(C(=O)O)c2)C(=O)/C1=C\C=C\c1ccco1 | 2%
COc1ccc2c(c1)c(CC(=O)Nc1ccc(C(C)=O)cc1)c(C)n2C(=O)c1ccc(Cl)cc1 | -10%
COc1ccccc1C(=O)NN=C1CCN(Cc2ccccc2)CC1 | 8%
CCOC(=O)/C(=C/C=C1\Sc2cc(OCC)c(OCC)cc2N1CC)C(C)=O | 4%
Cc1ccc(CSc2nnc(-c3ccccn3)n2N)cc1 | -6%[57.5 µM]
COc1ccc2nnc(-c3ccc(C(F)(F)F)cc3)n2n1 | -4%[57.5 µM]
Cc1ccc(CN(C(=O)Cn2nnc3ccccc32)C(C(=O)NCc2ccco2)c2ccc(C)o2)cc1 (stereo unspecified) | 5%
CNC(=O)c1[nH]cnc1C(=O)Nc1ccccc1C | -6%
CC(=O)NS(=O)(=O)c1ccc(N=NN2CCCCCC2)cc1 | 1%
Cc1ccc(/C=C/C(=O)Nc2cccc3cccnc23)o1 | 2%

Arranged by length of the SMILES (low to high): some entries from above.
SMILES | ERK EGF inh
CCCn1c(O)c(N=N)c2ccccc21 | -2%
Cc1ccc(CSc2nnc(-c3ccccn3)n2N)cc1 | -6%[57.5 µM]
O=C(Nc1nnc(SCc2ccccc2F)s1)c1ccco1 | 1%
Cc1ccc(/C=C/C(=O)Nc2cccc3cccnc23)o1 | 2%
COc1ccc2nnc(-c3ccc(C(F)(F)F)cc3)n2n1 | -4%[57.5 µM]
COCCSc1ccccc1C(=O)N1CCC(Cc2ccccc2)CC1 | -3%
CC(=O)NS(=O)(=O)c1ccc(N=NN2CCCCCC2)cc1 | 1%
COc1ccccc1NC(=S)N(CCN1CCOCC1)Cc1ccccc1F | 7%
COc1cc2[nH]c(=S)n(Cc3ccccc3)c(=O)c2cc1OC | 5%
Cc1ccccc1-c1nnn(Cc2ccc(-c3nn[nH]n3)cc2)n1 | 13%
COc1cccc(NC(=S)NNC(=O)Cn2nc(C(F)(F)F)cc2C)c1 | -8%
CC1=NN(c2cccc(C(=O)O)c2)C(=O)/C1=C\C=C\c1ccco1 | 2%
CCOC(=O)/C(=C/C=C1\Sc2cc(OCC)c(OCC)cc2N1CC)C(C)=O | 4%
Cc1ccc(CN(C(=O)Cn2nnc3ccccc32)C(C(=O)NCc2ccco2)c2ccc(C)o2)cc1 (stereo unspecified) | 5%
COc1ccc2c(c1)c(CC(=O)Nc1ccc(C(C)=O)cc1)c(C)n2C(=O)c1ccc(Cl)cc1 | -10%

Some values from the entries so far:
Result for CC(=O)NS(=O)(=O)c1ccc(N=NN2CCCCCC2)cc1 in ERK EGF inh: 1%
Result for CCOC(=O)/C(=C/C=C1\Sc2cc(OCC)c(OCC)cc2N1CC)C(C)=O in ERK EGF inh: 4%
Result for CC1=NN(c2cccc(C(=O)O)c2)C(=O)/C1=C\C=C\c1ccco1 in ERK EGF inh: 2%
